sPLA2-III inh: human group III sPLA2 inhibitors, primary screen, biochemical, QFRET, BODIPY PC-A2 liposome substrate | QFRET BODIPY PC-A2 liposome hydrolysis, fluorescence | AID 743126, 2013 | 370,000 tested, 0.56% active | inhibition, % at 12.2 µM | Group 3 secretory phospholipase A2 (Homo sapiens), Q9NZ20;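 active means inhibition above mean plus 3 SD of compounds lying within the high and low control bounds, cut at about 19% in these data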;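 further: 0% = median of test compound wells and 100% = no enzyme DMSO wells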
KLK7 zymogen act: proKLK7 zymogen activators, primary screen, biochemical, fluorescence intensity. Kallikrein-7 (Homo sapiens), P49862. purified proKLK7, EDANS-DABCYL substrate fluorescence; 100% is mature enzyme control, 0% vehicle. activation, % at 7 µM. 370,000 tested, 0.9% active. AID 652039, 2013;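 active means activation above the mean of all tested compounds plus 3 SD, computed per campaign excluding outliers beyond control limits, cut at about 13% in these data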
DAX1 inh-1: DAX1 (NR0B1) inhibitors on StAR promoter, primary screen, cell-based, luminescence, SF-1 (NR5A1), full-length DAX-1; HEK293T StAR-luciferase reporter, SF-1/DAX-1 repression relief; inhibition, % at 6.8 µM; AID 652010, 2013; 370,000 tested, 1.1% active;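 active means inhibition above the mean over all tested compounds plus 3 SD, cut at about 3.6% in these data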;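 further: 0% = DAX-1 cells with DMSO and 100% = cells lacking DAX-1 with DMSO; higher inhibition means more luminescence from relief of DAX-1 repression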
FXN GAA850 act: FXN promoter activators, primary screen, cell-based, luciferase luminescence, HEK293 lucGAA850; HEK293 lucGAA850 FXN promoter luciferase reporter, 24 h; percent of 10 µM SAHA response; activation, % at 6 µM; 360,000 tested, 0.56% active; AID 540364, 2011;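 active means activation above the average of all compounds screened plus 3 SD, cutoff fixed separately per campaign, cut at about 7.5% in these data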;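 further: 0% = DMSO wells and 100% = 10 µM SAHA wells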
ssDAF-12 act: S. stercoralis DAF-12 nuclear receptor activators, primary screen, cell-based, luminescence, HEK293, GRIP1 co-expression, lit1-tk-luc. HEK293 ssDAF-12/GRIP1 lit1-tk-luc reporter; % of 3 µM dafachronic acid response. AID 652126, 2013. activation, % at 6.8 µM. Nuclear hormone receptor DAF-12 (Strongyloides stercoralis). 370,000 tested, 1% active;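 active means activation above the mean over all tested compounds plus 3 SD, cut at about 0.9% in these data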;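 further: 0% = DMSO-only wells and 100% = 3 µM delta7-dafachronic acid wells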
DAX1 inh-2: DAX1 (NR0B1) inhibitors, primary screen, cell-based, HEK293, Gal4-DAX1, luciferase luminescence | Nuclear receptor subfamily 0 group B member 1 (Homo sapiens), P51843 | HEK293 Gal4-DAX1 luciferase reporter | inhibition, % at 6.75 µM | 340,000 tested, 0.99% active | AID 504766, 2011;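 active means inhibition above the mean over all tested compounds plus 3 SD, cut at about 4.2% in these data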;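 further: 0% = DAX1-transfected cells with DMSO and 100% = empty-vector control cells with DMSO; inhibition shows as a rise in luminescence from relieved DAX1 repression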
NPR2 activator: human GC-B receptor activators, primary screen, HEK293 GC-B cells, cGMP TR-FRET, EC30 CNP | Atrial natriuretic peptide receptor 2 (Homo sapiens), P20594 | 0% at EC30 CNP, 100% saturating CNP | activation, % at 10 µM | 370,000 tested, 0.11% active;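 active means activation at 10 µM reaching about 35% in either raw or pattern-adjusted values, limit read from the data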
Target sequence (P20594 whole entry, looked up): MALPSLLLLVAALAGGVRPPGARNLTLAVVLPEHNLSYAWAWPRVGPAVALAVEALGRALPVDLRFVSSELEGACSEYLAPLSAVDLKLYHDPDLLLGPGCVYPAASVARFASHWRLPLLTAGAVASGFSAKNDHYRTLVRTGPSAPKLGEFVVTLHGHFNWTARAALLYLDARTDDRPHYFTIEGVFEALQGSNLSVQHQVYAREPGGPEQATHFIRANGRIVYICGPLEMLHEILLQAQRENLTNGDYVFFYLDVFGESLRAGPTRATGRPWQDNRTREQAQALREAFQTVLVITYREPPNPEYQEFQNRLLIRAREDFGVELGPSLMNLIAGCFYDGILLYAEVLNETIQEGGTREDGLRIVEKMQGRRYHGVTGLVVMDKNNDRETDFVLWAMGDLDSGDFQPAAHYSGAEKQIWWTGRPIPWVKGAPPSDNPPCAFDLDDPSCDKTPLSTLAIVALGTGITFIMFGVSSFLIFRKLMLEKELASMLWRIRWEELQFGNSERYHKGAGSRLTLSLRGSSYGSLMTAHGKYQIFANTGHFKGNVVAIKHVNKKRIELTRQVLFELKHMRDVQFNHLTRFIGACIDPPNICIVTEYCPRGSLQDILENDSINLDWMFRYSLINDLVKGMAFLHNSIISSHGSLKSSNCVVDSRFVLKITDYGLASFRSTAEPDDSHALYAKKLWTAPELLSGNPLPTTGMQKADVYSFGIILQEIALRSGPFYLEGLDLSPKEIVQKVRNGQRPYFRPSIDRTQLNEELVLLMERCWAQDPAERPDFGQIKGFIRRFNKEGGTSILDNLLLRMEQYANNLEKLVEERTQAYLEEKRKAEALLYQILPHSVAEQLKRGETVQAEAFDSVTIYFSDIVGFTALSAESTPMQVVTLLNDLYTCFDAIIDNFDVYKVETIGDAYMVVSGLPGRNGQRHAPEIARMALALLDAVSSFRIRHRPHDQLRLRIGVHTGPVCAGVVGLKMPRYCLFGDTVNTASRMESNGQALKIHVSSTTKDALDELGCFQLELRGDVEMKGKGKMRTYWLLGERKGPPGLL
SMARCA2 act: SMARCA2 (BRM) function activators, primary screen, cell-based, luminescence, high throughput; MG213 cells, MMTV-luciferase reporter, dexamethasone, overnight; activation, % at 9.1 µM; 370,000 tested, 1% active; in the data active means activation above about 7.8%;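 further: 0% = vehicle wells and 100% = reference activator wells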
hgDAF12 agonist: H. glycines DAF-12 receptor agonists, primary screen, cell-based, luminescence, HEK293, GAL4 fusion, UAS-luciferase; HEK293 GAL4-hgDAF12 UAS-luciferase reporter, agonist luminescence; normalized to butyrate control; activation, % at 6.8 µM; 370,000 tested, 1.8% active; AID 687014, 2013;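 active means activation above a cutoff set at the mean of all screened compounds plus 3 SD, cut at about 10% in these data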;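 further: 0% = DMSO wells and 100% = sodium butyrate wells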
hcDAF-12 act: H. contortus DAF-12 nuclear receptor activators, primary screen, cell-based, luminescence, HEK293, lit1-tk-luc reporter; HEK293 hcDAF-12 lit1-tk-luc reporter; 0% DMSO, 100% Δ7-dafachronic acid; activation, % at 6.8 µM; 370,000 tested, 1.4% active;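 active means activation above the mean of all tested compounds plus 3 SD, cut at about 5.5% in these data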;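 further: 100% = response to 3 µM Δ7-dafachronic acid high control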
GC-A act: GC-A stimulated cGMP production enhancers – HEK293 GC-A cells, cGMP TR-FRET, EC30 ANP, primary screen; activation, % at 10 µM; 0% at EC30 ANP, 100% saturating ANP; 370,000 tested, 0.14% active; in the data active means activation above about 40%
Active calls of the source: *; nt = no result given. A portion of the library; count on the stated rates, not on these rows.

canonical_smiles	sPLA2-III inh	KLK7 zymogen act	DAX1 inh-1	FXN GAA850 act	ssDAF-12 act	DAX1 inh-2	NPR2 activator	SMARCA2 act	hgDAF12 agonist	hcDAF-12 act	GC-A act
Cn1cccc1CNCCc1ccccc1F	1	0.6	0.4	1.2	-0.8	-0.1	-5	0	2.4	0.1	-4
O=c1c2ccccc2nc(-c2ccoc2)n1-c1ccccc1Cl	1	-0.2	-2.3	1.0	-2.5	-1.9	0	0	-4.8	-2.7	-5
Cc1cc(-c2ccccc2)cc(C)[n+]1Cc1ccccc1	10	0.1	-1.7	0.0	-1.9	-1.3	0	-3	-5.8	-2.0	4
CC(=NCc1ccc2c(c1)OCO2)c1c(O)n(-c2ccc(C)cc2)c(=O)[nH]c1=O	6	0.2	-0.3	0.6	-1.7	-0.7	-10	-6	-1.6	-0.6	-15
CCOC(=O)c1ccccc1N	5	-1.4	0.8	-0.2	-1.4	0.5	2	2	4.8	1.6	5
CC(=Nc1ccc2c(c1)CCC2)c1c(O)n(C)c(=O)n(C)c1=O	0	0.0	0.3	1.3	-1.1	0.6	-3	-1	-1.7	-1.2	-3
Cn1c(O)c(C=NCCc2c[nH]c3ccccc23)c(=O)n(C)c1=O	-9	0.0	-0.6	-1.8	-1.4	-0.6	5	-4	-0.5	-0.9	0
CC[C@H]1c2ccccc2[C@@H]2CC[C@H]1N2c1ccccc1	1	-0.1	0.3	nt	-0.6	nt	0	2	3.1	0.4	-3
COC(=O)C1=C(c2ccc(Cl)c(C(F)(F)F)c2)C[C@@H]2CC[C@H]1N2C(=O)NCCO	2	-0.4	-0.2	-0.3	-0.5	0.1	5	1	-0.2	-1.3	-2
CCN1C(=O)/C(=C/c2ccc(N(CC)CC)cc2OC)C(=O)NC1=S	6	-0.6	-0.7	-0.6	-1.6	-0.5	-9	-5	-1.4	-0.6	15
CCCN1CC(C)C(OC(C)=O)(c2ccccc2)CC1C (configuration not stated)	2	0.1	0.1	1.1	-1.1	0.4	3	2	1.2	-0.3	3
COC(=O)C1=C(c2ccc3ccccc3c2)C[C@@H]2CC[C@H]1N2C	-7	0.3	-0.6	0.1	-1.0	1.8	-5	0	0.4	-0.4	-4
COc1ccccc1-n1c(O)c(C=NC2CC2)c(=O)[nH]c1=O	2	-0.4	-0.4	-0.9	-1.6	-0.6	3	2	-0.2	-1.7	5
CCCC(=O)c1c(O)[nH]c(=O)[nH]c1=O	0	0.1	-0.6	-3.2	-1.3	-1.3	5	-1	-0.3	2.8	2
CC(NCC#Cc1ccccc1)C(O)c1ccccc1 (configuration not stated)	6	0.2	-0.6	2.7	-1.4	0.6	-5	-5	3.1	-0.9	-6
O=C(NCCN1CCC2(CC1)C(=O)NCN2c1ccccc1)c1ccc(F)cc1F	-5	-0.2	-0.9	nt	-1.4	nt	-7	-4	-0.9	0.5	3
CCC(=NCCCn1ccnc1)c1c(O)n(-c2ccc(OC)cc2)c(=O)[nH]c1=O	2	-0.1	0.0	2.7	-1.0	1.1	1	-1	-2.6	2.3	2
CN(Cc1cccc(-c2cccnc2)c1)C(=O)Oc1ccc([N+](=O)[O-])cc1	-12	-0.4	-5.3	nt	-1.7	nt	-4	-8	6.3	-3.3	0
COC(=O)C1=C(c2ccc(OC)c(OC)c2)C[C@@H]2CC[C@H]1N2C(=O)N1CCCCC1	5	0.2	-0.5	0.7	-1.8	0.7	-1	1	-0.8	-2.1	-1
CCCCCN1C(=O)c2ccccc2[C@@]2(C(=O)OCC)Cc3cc(OC)ccc3[C@@H]12	-3	0.4	-0.2	nt	-1.1	nt	-9	-6	-1.6	-3.1	-11
Cc1ccc(Cn2nnnc2CN2CCC(n3nnc4cc(C)ccc43)CC2)cc1	-43	-0.1	0.0	0.9	-1.2	0.3	-12	-4	-1.1	-3.1	-32
O=P(Oc1ccccc1)(Oc1ccccc1)N1CCN(c2ccc(F)cc2)CC1	-6	-0.7	-0.8	3.2	-1.4	-0.1	3	-5	-1.4	-1.7	-1
COC(=O)C1=C(c2c(C)noc2C)C[C@@H]2CC[C@H]1N2C(=O)N1CCCCC1	9	0.2	-0.1	-1.8	-1.1	1.6	-3	1	-1.8	-0.5	0
CCCN1CCC[C@H](c2cccc(O)c2)C1	-1	0.0	0.0	-0.6	-0.8	-0.8	2	1	-0.9	-0.4	-1
O=C1C=C2c3ccccc3CC(C(=O)O)C2CC1 (configuration not stated)	2	0.4	-0.7	nt	-1.9	nt	-11	-2	-0.8	-0.9	2

Next part (2 carried over from the part before).
canonical_smiles	sPLA2-III inh	KLK7 zymogen act	DAX1 inh-1	FXN GAA850 act	ssDAF-12 act	DAX1 inh-2	NPR2 activator	SMARCA2 act	hgDAF12 agonist	hcDAF-12 act	GC-A act
CCCN1CCC[C@H](c2cccc(O)c2)C1	-1	0.0	0.0	-0.6	-0.8	-0.8	2	1	-0.9	-0.4	-1
O=C1C=C2c3ccccc3CC(C(=O)O)C2CC1 (configuration not stated)	2	0.4	-0.7	nt	-1.9	nt	-11	-2	-0.8	-0.9	2
CCCCCCN=Cc1c(O)n(C)c(=O)n(C)c1=O	-4	0.2	-0.6	-2.5	-0.2	3.6	0	-3	-1.5	0.5	1
COC(=O)[C@@]1(C#N)[C@@H]2C=CC(C(C)=O)=CN2[C@@H](C(N)=O)[C@@H]1c1ccc(F)cc1	-8	3.5	-0.5	0.9	-0.9	2.4	-3	-1	-0.2	-2.7	-1
CCOC(=O)N(C)c1ccc(C(O)(C(=O)OC)C(F)(F)F)cc1 (configuration not stated)	7	-0.3	0.1	-0.9	-1.3	0.4	4	-1	0.2	-0.5	8
CCN1C(=O)CC(=O)N(CC)C1=S	-7	0.7	1.2	1.4	-1.4	1.6	1	5	1.9	-1.6	4
Cc1ccc(N)cc1N	7	-0.2	0.8	0.7	-0.6	-0.3	1	-5	3.0	0.6	1
CCCS(=O)(=O)N1CCC(C(=O)N2CCC3(CC2)OCCO3)CC1	2	0.6	-0.2	-2.1	-1.0	0.9	5	-1	0.7	0.5	-3
O=C(O)c1nonc1-c1nonc1C(=O)O	-6	-0.1	-0.5	0.1	-1.6	1.8	0	1	-0.6	-0.1	0
CC#CP(=O)(OCC)C(O)(c1ccccc1)C(F)(F)F (configuration not stated)	7	-0.1	-0.3	0.0	-1.4	-1.0	3	-1	1.9	-1.2	-3
COc1ccccc1-n1c(O)c(/C=N/NC(=S)Nc2ccccc2)c(=O)[nH]c1=S	-5	-1.3	-0.3	1.6	-0.2	nt	-2	2	-0.6	-0.7	1
COc1ccc(CNC(C)Cc2cccs2)cc1 (configuration not stated)	2	-0.5	-0.1	-0.4	-1.5	-1.0	-11	-1	2.5	0.9	-13
CCOC(=O)c1c(C)n(Cc2ccc(F)cc2)c2ccc(O)cc12	-28	-0.5	-1.0	4.5	-0.3	1.6	7	-5	-2.3	-1.5	67*
Cc1cccc(-c2nc3ccc(C(=O)N4CCC5(CC4)OCCO5)cc3nc2-c2cccc(C)c2)c1	-16	-48	-0.5	2.0	-1.1	0.8	-5	1	0.8	1.1	-9
CC[C@H]1CN(C)C[C@@]2(C(=O)OC)Cc3c([nH]c4ccccc34)C(=O)C[C@@H]12	0	0.7	0.5	-1.7	0.0	2.8	3	2	1.0	5.0	2
O=C1NCN(c2ccccc2)C12CCN(C(c1ccnc3ccccc13)c1nnnn1Cc1ccccc1)CC2 (configuration not stated)	-2	-0.1	0.1	nt	-0.9	nt	-1	-2	-4.4	-0.7	-13
CC(O)(CS(=O)(=O)c1ccccc1)C(=O)Nc1ccc(C(F)(F)F)cc1 (configuration not stated)	-9	0.2	0.0	0.6	-1.3	0.5	0	-1	-1.2	-0.5	3
O=c1c2ccccc2nc(-c2ccccc2Cl)n1-c1cccc(O)c1	-22	0.2	0.0	-2.2	-1.2	-0.1	-7	-2	-3.4	-1.2	-21
CC(C)(C)n1nnnc1C(C1CC1)N1CCC2(CC1)C(=O)NCN2c1ccccc1 (configuration not stated)	-1	0.1	-1.7	nt	-1.1	nt	-4	-1	-4.0	-1.5	-6
CC(C)CCOP(N)(=O)Oc1ccccc1 (configuration not stated)	6	0.2	-0.4	0.3	-1.1	0.3	2	3	2.2	-1.0	2
COc1ccc(-n2c(CN3CCOCC3)nc3ccccc3c2=O)c(OC)c1	9	0.6	-0.2	-0.9	-0.9	-0.6	1	-3	-1.1	-1.6	-3
COc1cc2c(cc1OC)-c1c(OC)c(OC)cc3c1[C@H](C2)N(C)CC3	-8	0.0	-1.2	4.4	-1.3	0.5	-14	1	-3.1	-1.6	4
Cc1cc(C)c(NC2=NCCS2)cc1C	3	-0.2	-1.5	-0.3	-1.1	2.1	0	-4	2.7	-1.4	-1
O=c1[nH]c2ccccc2n1C1CCN(C(c2cccc3ccccc23)c2nnnn2-c2ccc3c(c2)OCCO3)CC1 (configuration not stated)	-15	0.1	-4.6	nt	-1.8	nt	2	-3	-4.8	-2.2	2
CC1CC2(C)C(CCC3C2CCC2(C)C(OP(=O)(N4CC4)N4CC4)CCC32)CC1=O (configuration not stated)	25*	0.1	-0.9	0.6	-0.8	0.5	3	-6	3.6	0.4	-2
O=[N+]([O-])c1ccc(N2CCOCC2)c2ccncc12	8	-0.6	-0.2	3.3	-1.5	-0.7	-2	2	1.4	0.8	4
COc1ccc(CCNCc2ccc(OC)c(OC)c2OC)cc1	-2	-0.6	0.1	1.9	-1.6	1.0	-1	-2	-1.8	0.7	-3

In the list so far, 3 contain a Cl atom.
canonical_smiles	sPLA2-III inh	KLK7 zymogen act	DAX1 inh-1	FXN GAA850 act	ssDAF-12 act	DAX1 inh-2	NPR2 activator	SMARCA2 act	hgDAF12 agonist	hcDAF-12 act	GC-A act
O=c1c2ccccc2nc(-c2ccoc2)n1-c1ccccc1Cl	1	-0.2	-2.3	1.0	-2.5	-1.9	0	0	-4.8	-2.7	-5
COC(=O)C1=C(c2ccc(Cl)c(C(F)(F)F)c2)C[C@@H]2CC[C@H]1N2C(=O)NCCO	2	-0.4	-0.2	-0.3	-0.5	0.1	5	1	-0.2	-1.3	-2
O=c1c2ccccc2nc(-c2ccccc2Cl)n1-c1cccc(O)c1	-22	0.2	0.0	-2.2	-1.2	-0.1	-7	-2	-3.4	-1.2	-21
